HTR2A ag = mouse HTR2A agonism via beta-arrestin recruitment; P35363; AID 624169; actives 0.66% (n = 360,000); activation, % at 7.6 µM; CHO-K1 mHTR2A beta-arrestin complementation, luminescence; percent of 30 µM serotonin response;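 active = activation above a run cutoff, the mean activation of all tested compounds plus 3 SD, cut at about 14% in these data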;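 note: 0% = plate median of compound wells and 100% = 30 µM serotonin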
Glyco luc inh = blocks N-linked glycosylation in D54 reporter cells; D54 ERlucT glycosylation luciferase reporter, 24 h; percent of 100 nM tunicamycin response; reporter increase, % at 12.5 µM; actives 0.23% (n = 360,000); AID 588692;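 active = mean luciferase reporter signal, scaled so untreated is 0 and the glycosylation-blocking control 100, at or above a set limit in every replicate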;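 note: luciferase carries N-glycosylation sites so blocking glycosylation raises the light; 0% = median of neutral control wells and 100% = median of 100 nM tunicamycin wells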
ABHD5 PLIN5 PPI = ABHD5-PLIN5 protein interaction inhibition | inhibition, % at 4 µM | Q00G26+Q8WTS1 | Split G. princeps luciferase complementation, luminescence, 4 h | actives 0.78% (n = 360,000);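 active = inhibition above the mean inhibition across every tested compound plus 3 SD, cut at about 22% in these data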;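 note: 0% = DMSO only wells and the 100% control is not disclosed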
Target sequence (Q00G26 whole entry, looked up): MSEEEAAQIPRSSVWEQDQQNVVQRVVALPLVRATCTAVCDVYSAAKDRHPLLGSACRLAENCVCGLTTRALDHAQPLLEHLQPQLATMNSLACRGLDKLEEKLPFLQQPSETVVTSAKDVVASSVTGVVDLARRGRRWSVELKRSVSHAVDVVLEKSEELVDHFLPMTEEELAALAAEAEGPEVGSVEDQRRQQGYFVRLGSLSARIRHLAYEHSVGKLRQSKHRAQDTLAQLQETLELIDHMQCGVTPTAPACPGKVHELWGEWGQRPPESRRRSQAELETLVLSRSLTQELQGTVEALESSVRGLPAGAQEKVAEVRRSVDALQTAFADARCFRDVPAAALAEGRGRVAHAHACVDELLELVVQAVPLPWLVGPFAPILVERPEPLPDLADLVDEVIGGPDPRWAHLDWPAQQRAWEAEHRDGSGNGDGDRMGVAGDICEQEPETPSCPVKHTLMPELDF
Target sequence (Q8WTS1 whole entry, looked up): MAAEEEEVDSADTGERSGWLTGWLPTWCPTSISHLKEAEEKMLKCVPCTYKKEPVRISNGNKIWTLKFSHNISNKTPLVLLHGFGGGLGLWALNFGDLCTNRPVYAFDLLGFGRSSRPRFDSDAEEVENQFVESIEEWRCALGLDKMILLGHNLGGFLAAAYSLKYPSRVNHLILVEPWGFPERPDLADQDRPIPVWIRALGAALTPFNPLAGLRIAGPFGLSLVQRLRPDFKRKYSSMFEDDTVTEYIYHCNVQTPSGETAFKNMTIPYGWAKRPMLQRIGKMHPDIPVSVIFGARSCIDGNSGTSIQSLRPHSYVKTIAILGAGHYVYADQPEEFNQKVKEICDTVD
TLR9-MyD88 block = inhibitors of human TLR9-MyD88 binding | Q9NR96+Q99836 | CHO BLA complementation TLR9-MyD88, CCF4 FRET ratio | inhibition, % at 4.98 µM | actives 0.21% (n = 340,000) | AID 504734;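 active = inhibition above the mean over all tested compounds plus 3 SD, cut at about 21% in these data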;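 note: 0% = DMSO only wells and 100% = clavulanate BLA inhibitor control wells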
Cardio protect = myocardial damage modulation in H9c2 cells | actives 0.63% (n = 360,000) | H9c2 cardiomyocytes, H2O2 injury protection, ATPLite, 2 h | protection from H2O2 cell death, % at 20 µM;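 active = compounds giving at least 50% protection of heart cells from peroxide-induced death in the single-dose screen, raw or plate-pattern-corrected value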;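 note: 0% = DMSO wells with peroxide and 100% = DMSO wells without peroxide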
ABCB6 inh 2 = human ABCB6 transporter inhibition. Q9NP58. K562-ABCB6 porphyrin accumulation, flow cytometry, 1 h; stronger effect = lower value. fluorescence ratio to DMSO, % at 10 µM. actives 0.19% (n = 360,000). AID 602162;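 active = fluorescence ratio to DMSO below 75%, the collection mean minus 3 SD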;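 note: signal is porphyrin accumulated inside mitochondria; 100% equals median channel fluorescence of DMSO control wells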
MC4R ag barr = human MC4R agonism via beta-arrestin; AID 540308; actives 0.98% (n = 360,000); U2OS MC4R beta-arrestin complementation, luminescence; percent of melanotan II response, DMSO zero; activation, % at 8.9 µM; P32245;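 active = activation above a per-plate cutoff, the mean activation of sample wells on that plate plus 3 SD, cut at about 8% in these data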
NCOA2 inhibitor = human SRC2 (NCOA2) inhibition. Q15596. HEK293 GAL4-SRC2 luciferase reporter, luminescence. inhibition, % at 9 µM. actives 0.17% (n = 370,000). AID 651957;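 active = inhibition above the mean inhibition of all tested compounds plus 3 SD, set per campaign, cut at about 52% in these data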;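 note: 0% = DMSO treated cells and 100% = cells given Gossypol at 36 µM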
NOD2 RIPK2 PPI = NOD2-RIPK2 protein interaction inhibition; O43353; CHO BLA complementation NOD2-RIPK2, CCF4 ratio; inhibition, % at 4.98 µM; actives 0.38% (n = 360,000); AID 624267; in the data active = inhibition above about 21%;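 note: 0% = vehicle only and 100% = reference blocker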
MC4R antag cAMP = antagonists of human melanocortin 4 receptor (MC4R) | MC4R-expressing cells, MTII-stimulated cAMP, LANCE TR-FRET | inhibition, % at 6.5 µM | actives 0.48% (n = 360,000) | AID 540295;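 active = inhibition above its plate's cutoff, the mean of tested wells on that plate plus 3 SD, cut at about 29% in these data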;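 note: 0% = Melanotan II alone and 100% = Melanotan II plus saturating MCL0020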
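Material: U2OS-MC4R stable cell line | Reagent: Melanotan II challenge after compound preincubation | Doses: One concentration, 6.5 µM nominal | Incubation: 30-min compound preincubation, 1-h Melanotan II challenge, 1-h detection, room temperature | Signal: TR-FRET cAMP assay | Replicates: One well per compound, no replicates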
An asterisk follows results filed as active; nt = not tested or not shown; & = joins results of further samples. Not all compounds are listed (hit frequency here may not be typical).

nr	SMILES	HTR2A ag	Glyco luc inh	ABHD5 PLIN5 PPI	NCOA2 inhibitor	MC4R ag barr	Cardio protect	MC4R antag cAMP	NOD2 RIPK2 PPI	TLR9-MyD88 block	ABCB6 inh 2
1	COc1ccc(-n2nc3c(=O)[nH][nH]c3cc2=O)cc1	2	0	3	-2	-3.7	2	-3	-14	1	100
2	Cc1[nH]nc(N=CC2=C(O)CC(C)(C)CC2=O)c1-c1ccc(Cl)cc1	-2&1	-1&-2	-4&5	17&-5	8.0&3.0	0&7	2&10	3&-6	0	96&100
3	Cc1cc(C=O)c(C)n1-c1ccc(Cl)c(C(=O)O)c1	2	0	-2	-11	-1.1	12	1	2	nt	100
4	COCCCNc1oc(-c2ccccc2F)nc1C#N	2	-1	-1	-49	-1.7	-17	-5	-8	-1	104
5	CCN(CC(=O)Nc1c(F)cccc1F)C(=O)Cc1cccs1	3	1	0	1	-3.0	1	3	5	9	99
6	Cc1cccc(-n2c(C)nc3ccsc3c2=O)c1	-1	1	-2	-21	-1.7	2	-8	-14	-16	97
7	NCC(O)(c1ccc(Cl)cc1)c1ccc(Cl)cc1	-4	3	5	-6	-0.8	-4	9	3	4	106
8	COc1cc(C(=O)Nc2ccc(S(=O)(=O)Nc3cnc4ccccc4n3)cc2)cc(OC)c1OC	-2	3	-3	-1	0.3	-8	25	4	-3	97
9	COc1cc(/C=N\Nc2nc(-c3cccs3)c(NC(C)=O)s2)ccc1O	6	0	-3	-10	-0.7	30	7	3	3	90
10	Cc1ccc(NC(=O)C(C)SCc2ccccc2)cc1 (stereo not given)	0	-2	4	-23	-0.8	-8	12	-7	8	97
11	CC(C)Oc1ccc(CC(=O)NNC(=S)Nc2ccccc2)cc1	7	3	-2	-16	-1.2	-7	-2	-3	3	97
12	O=C(Nc1c(Cl)cc(Cl)cc1C(=O)NCc1cccnc1)c1ccc(Cl)cc1Cl	-3	0	-2	-19	-0.3	6	6	-1	-1	107
13	O=C(NCC1CCCO1)c1nnc(Cc2ccc(F)cc2)o1 (stereo not given)	0	-2	3	-23	-2.0	8	0	-12	2	102
14	CCOc1cccc(CNCCSc2nnnn2C)c1	-4	1	-1	-4	-1.6	-2	7	-2	0	102
15	COc1cccc(-c2nc(C(N)=O)c3[nH]c(=O)n(-c4cccc(Cl)c4)c3n2)c1OC	6	3	1	11	0.4	25	11	0	9	98
16	CCOC(=O)CNC(=O)N1CCCC(C(=O)c2ccccc2SC)C1 (stereo not given)	2	-1	3	2	-1.0	0	12	-3	6	102
17	O=NN(C(=O)NC1CCC(C(=O)O)CC1)C1CCC(C(=O)O)CC1 (stereo not given)	-5	1	1	15	nt	3	nt	-5	nt	97
18	COc1ccc(N(Cc2cc3ccc(C)cc3[nH]c2=O)S(=O)(=O)c2ccccc2)cc1	-12	9	-3	nt	0.8	6	-6	12	5	103
19	CCOc1ccc(Oc2ccc(NC(=O)[C@@H](NC(N)=O)[C@@H](C)CC)cc2)cc1	3	-1	-4	23	1.1	-4	1	-7	6	93
20	CC1CCCCN1C(=O)N[C@@H](Cc1ccccc1)C(=O)O (stereo not given in full)	5	-1	-7	8	3.9	6	-4	3	-5	100
21	COc1cc(OC)cc(-c2c(-c3cccs3)c3cc(-c4ccc(OC)c(OC)c4)ccc3n2C)c1	7	-2	-7	-8	-0.6	-13	-5	-14	2	97
22	Cc1c(-c2ccc(Br)cc2)[n+](=O)c2c(n1[O-])CCCCC2	4	-2	-5	-20	-0.3	0	0	-3	nt	105
23	Cc1ccc(-c2csc3nc(SCC(=O)N(C)C)n(Cc4ccccc4)c(=O)c23)cc1	-2	-5	22	13	3.0	0	0	-13	-13	92
24	Cc1ccc2nsnc2c1S(=O)(=O)N1CCOCC1	0	3	-5	-8	-1.6	12	3	0	-1	97
25	Cc1ccc(S(=O)(=O)NC(=O)c2ccc(-c3ccc(C)c4ccccc34)o2)cc1	6	3	8	-17	-0.6	-4	-1	-12	7	105
26	COc1ccc(/C(C)=N/NC(=S)NCCc2ccccc2)cc1	-6	2	-2	5	-2.2	-13	7	-1	-5	91
27	COc1ccc(C(=O)OCCN=C2NS(=O)(=O)c3ccccc32)cc1OC	1	1	-6	-20	1.8	-2	30*	-12	-5	100
28	COc1ccc(N2C(=O)c3ccccc3NC2c2ccc(OC)c(COc3ccccn3)c2)cc1 (stereo not given)	1	-3	5	-42	1.0	12	-2	3	-12	102
29	CCOC(=O)c1[nH]c(C)c(C(=O)Nc2ccc3c(c2)OCCO3)c1C	-3	-9	0	-17	-2.5	7	3	-2	6	97
30	CC(=O)Nc1ccc(-n2c(C)c(C(C)=O)c(C(C)=O)c2C)cc1	-2	-1	2	0	-0.8	14	15	-13	-9	192
31	CC(=O)c1ccc(NC(=O)C2CCCNC2=O)cc1 (stereo not given)	-3	4	-1	-9	-0.7	1	20	-1	-1	100
32	CCC(C)NC(=O)Cn1c(=O)n(CCCCC(=O)NCc2ccco2)c(=O)c2ccccc21 (stereo not given)	-4	2	0	-4	2.0	-1	-3	-5	-7	94
33	COc1ccc(CCNC(=O)c2cc3sc(Cl)cc3n2C)cc1OC	-5	0	-3	-15	-0.8	-2	3	-10	-10	85
34	COc1ccc(NC(=O)c2nc(C)c(C3(C)CC(c4cccnc4)=NO3)s2)cc1 (stereo not given)	-5	10	1	18	-1.3	2	-14	0	8	97
35	COc1ccc(Cn2cccc(NC(=O)Nc3cccc(OC)c3)c2=O)cc1	-2	-4	12	6	2.1	-2	-3	5	5	101
36	ON=C1c2cc(OCCN3CCCCC3)ccc2-c2ccc(OCCN3CCCCC3)cc21	-4	6	5	nt	-3.4	0	7	12	-2	96
37	C=CCNC(=O)NC(=O)CSc1nnc(C(F)(F)F)n1C	0	3	5	-5	-1.3	-2	6	-7	0	95
38	N/C(=N\OC(=O)CCCCCN1C(=O)c2ccccc2C1=O)c1ccccn1	6	-1	-1	-25	-1.4	2	-3	-4	3	97
39	O=C(CC(=O)c1ccncc1)c1ccccc1	-2	5	9	-19	-3.5	15	-2	-5	1	94
40	CN1C(C(=O)NCc2ccc(OC(F)(F)F)cc2)CC2Cn3c(nc4cc(Cl)c(Cl)cc43)C21 (stereo not given)	-1	3	-5	19	0.7	-10	5	4	-7	92
41	CC(=O)Nc1ccc(NC(=O)C/C(C)=N/NC(=O)COc2cc(C)c(Br)cc2Br)cc1	-3	-1	0	-4	2.4	11	10	-5	7	98
42	Cc1ccc(C(=O)Nc2cccnc2)cc1S(=O)(=O)N1CCOCC1	-3	2	3	-1	-2.1	14	7	-12	9	102
43	COc1cc(C)c(S(=O)(=O)n2ccc(C)n2)cc1C	-1	2	-8	27	-1.3	1	-4	5	-6	144
44	CN1CCN(c2ccccc2NC(=O)COc2ccccc2)CC1	-7	-2	5	-2	0.9	9	1	-4	0	93
45	COc1cc(NC(=O)c2[nH]c(C)c(C(C)=O)c2C)cc(OC)c1OC	-4	13	2	-32	-2.1	1	4	3	3	169
46	Cc1ccc(S(=O)(=O)N/N=C/c2cccc(OC3CSC3)c2)cc1	0	3	-5	-3	6.5	-6	7	1	-4	107
47	Cn1c(SCCOc2ccc(F)cc2)nnc1-c1ccncc1	-1	11	0	-6	-0.3	4	10	2	1	100
48	Cc1ccc(NC(=O)CN(C)C(=O)CSc2nc3ccccc3c(=O)n2Cc2ccco2)cc1	-5	1	20	-17	-0.4	14	0	21*	11	90
49	COCC(=O)N1CCC(Oc2ccc(C(=O)N3C[C@@H](C)O[C@@H](C)C3)cc2)CC1	2	3	3	1	-0.5	2	1	-13	-11	97
50	Cc1ccc(S(=O)(=O)Nc2ccccn2)cc1[N+](=O)[O-]	2	0	6	8	-0.7	1	-3	0	nt	89
51	O=C(Cc1cn2ccsc2n1)Nc1ccccn1	-5	-1	-8	-20	-2.4	0	-2	-6	-10	93
52	COc1ccc(C(=O)NCc2ccc3c(c2)OCO3)cc1	0	1	-8	5	-2.7	2	15	-1	4	100
53	COc1cc(C(=O)NNC(=O)c2cccc(Cl)c2)ccc1OCC(=O)N1CCOCC1	-4	0	9	-45	-0.3	4	9	-1	-10	96
54	O=C(COC(=O)CNC(=O)c1ccccc1Cl)Nc1ccccc1Cl	-5	3	0	-32	2.4	28	11	4	0	98
55	COc1cccc(NS(=O)(=O)c2ccc(-c3coc(C)n3)cc2)c1	0	1	-2	-16	-0.4	-9	2	0	12	98
56	O=C(CSc1nccn(-c2ccc(Br)cc2)c1=O)NC1CCCC1	-2	-1	-10	-14	-3.4	-3	-1	-6	-2	97
57	O=C(NCC1CCCO1)c1ccc(Br)o1 (stereo not given)	2	-2	-7	23	1.7	-3	22	-7	0	93
58	CCCCNC(=O)CN1C(=O)c2cccc(N)c2C1=O	6	0	0	5	-3.2	4	7	45*	38*	97
59	COCCC(=O)N1CCC(Oc2ccc(C(=O)N3CCC[C@H]3CO)cc2)CC1	4	1	5	5	2.6	2	15	-9	-1	107
60	O=C(CN1CCC(NC(=O)c2ccccc2Cl)CC1)NCc1ccccc1	-2	1	-6	-4	-0.3	1	22	1	0	96

Bioassay records deposited in PubChem BioAssay by several laboratories.
